Screens deposited in PubChem BioAssay by Johns Hopkins Ion Channel Center.
KCNQ2 inh: KCNQ2 potassium channel inhibitors, primary screen, cell-based, CHO-K1, FluxOR thallium flux, B-score (AID 2156); B-score at 10 µM; 20 min; hits give low values; 1.1% of 310,000 active;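 active means fluorescence ratio B-score at most minus 3 library SDs, with starting brightness B-score within 2 library SDs, cut at about -5.5 in these data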
Kir21 inh: inhibitors of mouse Kir2.1 inward-rectifier potassium channel; B-score at 10 µM; HEK293-Kir2.1, FluxOR thallium flux fluorescence; hits give low values; 0.85% of 310,000 active;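 active means fluorescence ratio B-score at or below minus 3 SD of library scores, with starting-brightness B-score within 2 SD, cut at about -4.2 in these data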;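 further: channel flux triggered by added potassium and thallium sulfate stimulus; B-score of peak minus minimum fluorescence over baseline after thallium stimulus; more negative B-score means stronger Kir2.1 block with less thallium influx; some compounds called inactive have numbers as strong as hits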
Target sequence (P35561 whole entry, looked up): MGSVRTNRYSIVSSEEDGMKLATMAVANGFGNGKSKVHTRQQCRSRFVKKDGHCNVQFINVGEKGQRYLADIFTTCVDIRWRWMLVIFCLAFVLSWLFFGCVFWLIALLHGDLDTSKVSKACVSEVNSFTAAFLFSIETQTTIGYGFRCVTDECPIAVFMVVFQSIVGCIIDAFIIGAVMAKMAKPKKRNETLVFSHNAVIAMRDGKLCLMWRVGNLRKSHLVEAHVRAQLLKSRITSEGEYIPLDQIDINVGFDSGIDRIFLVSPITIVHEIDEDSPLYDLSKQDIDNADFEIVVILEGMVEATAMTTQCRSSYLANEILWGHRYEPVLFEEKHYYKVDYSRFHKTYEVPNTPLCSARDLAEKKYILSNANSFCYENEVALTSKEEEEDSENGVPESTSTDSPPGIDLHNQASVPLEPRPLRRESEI
Numbers without * were called inactive; i = inactive.

SMILES	KCNQ2 inh	Kir21 inh
O=C(N/N=C/c1cccc([N+](=O)[O-])c1)c1ccc(CN2CCOCC2)cc1	i	-0.35
O=C(c1cc2cc(F)ccc2[nH]1)N1CCCC(Nc2ccc(F)cc2)C1 (stereo unspecified)	i	0
Cc1cc(C(=O)OCC(=O)NCc2ccco2)c(C)n1-c1ccccc1	i	0.15
C=C1CCN([C@@H](C)C(=O)NCc2ccc(OC)cc2)S(=O)(=O)c2ccccc21	i	0.9
CCN(CC)CC(=O)Nc1c(C)cc(C(C)(C)C)cc1C	i	-0.14
CCC(=O)Nc1nnc(SCc2cccc(F)c2)s1	i	0.1
O=c1/c(=C/c2ccc(CNS(=O)(=O)c3ccccc3)o2)sc2n1CCN=2	i	-0.19
O=C(COC(=O)C1C2CC3OC(=O)C1C3C2)Nc1cccc(C(F)(F)F)c1 (stereo unspecified)	i	0.68
Cc1ccnc2nc(C(=O)OCC(=O)N3CCc4ccccc43)nn12	i	0.25
CSc1nnc2c(n1)[nH]c1c(C)cccc12	i	1.78
Cc1ccc(CN2CCSc3ccc(C(=O)NC4CCN(Cc5ccccc5)CC4)cc32)cc1	i	-0.49
CCOC(=O)CCCNC(=O)CCNC(=O)c1ccc(OC(C)C)cc1	i	0.67
CCOc1ccc(C2Nc3cccc4cccc(c34)N2)cc1OC	i	0.1
O=S(=O)(NCC1CCCO1)c1ccc(Oc2ccccc2)cc1 (stereo unspecified)	i	-0.6
Cn1nnc(NC(=O)c2ccccc2F)n1	i	0.01
COc1ccc(N2CC(C(=O)Nc3c(C(N)=O)oc4ccccc34)CC2=O)cc1 (stereo unspecified)	i	1.05
CC(C)CC(=O)N1CCN(Cc2cccc(F)c2)CC1	i	-0.66
COC(=O)c1ccc(N2CCN(C)CC2)c(NC(=O)c2cc3ccccc3o2)c1	i	0.19
Cc1ccccc1NC(=O)C1CCN(S(=O)(=O)c2cccs2)CC1	i	0.13
OCCN1CCN(c2ncnc3c2sc2nc(N4CCOCC4)c4c(c23)CCC4)CC1	i	-0.1
COc1cccc(/C=N/NC(=O)CCc2c(C)n[nH]c2C)c1	i	-0.21
CC1=Nc2nc(N3CCCCC3)c(C#N)c3c4c(nc(c23)N1)N(c1ccc(C(C)C)cc1)C(=O)C4	i	0.57
Cc1nn(-c2ccccc2)c(C)c1/C=C/C(=O)OC(C)C(=O)Nc1ncc(Cl)cc1Cl (stereo unspecified)	i	0.01
Fc1cccc(F)c1-n1c(CN2CCOCC2)csc1=S	i	-1.04
Cc1noc(C)c1COC(=O)c1cc(F)c(F)cc1Cl	i	0.32

For convenience, 2 of the compounds above.
SMILES	KCNQ2 inh	Kir21 inh
O=C(N/N=C/c1cccc([N+](=O)[O-])c1)c1ccc(CN2CCOCC2)cc1	i	-0.35
O=C(c1cc2cc(F)ccc2[nH]1)N1CCCC(Nc2ccc(F)cc2)C1 (stereo unspecified)	i	0

A second format for 7 compounds above:
| KCNQ2 inh | Kir21 inh | SMILES |
| --- | --- | --- |
| i | 0.01 | Cn1nnc(NC(=O)c2ccccc2F)n1 |
| i | 0.25 | Cc1ccnc2nc(C(=O)OCC(=O)N3CCc4ccccc43)nn12 |
| i | 1.78 | CSc1nnc2c(n1)[nH]c1c(C)cccc12 |
| i | -0.14 | CCN(CC)CC(=O)Nc1c(C)cc(C(C)(C)C)cc1C |
| i | 0.19 | COC(=O)c1ccc(N2CCN(C)CC2)c(NC(=O)c2cc3ccccc3o2)c1 |
| i | 0.1 | CCC(=O)Nc1nnc(SCc2cccc(F)c2)s1 |
| i | -0.6 | O=S(=O)(NCC1CCCO1)c1ccc(Oc2ccccc2)cc1 (stereo unspecified) |

Other entries follow:
SMILES	KCNQ2 inh	Kir21 inh
Cc1cc(C)n2c(Br)c(CSc3nc4ccccc4s3)nc2n1	i	-0.84
CC(Sc1nc2ccc(C(=O)c3ccccc3)cc2[nH]1)C(=O)O (stereo unspecified)	i	-0.03
CCC(CC)c1nnc(NC(=O)C2CC(=O)N(c3ccc4c(c3)OCCO4)C2)s1 (stereo unspecified)	i	-0.04
Cc1ccc(-c2c3c(nc4sc(C(N)=O)c(N)c24)CCC3)cc1	i	0.57
C/C(=C\C(=O)C(F)(F)F)Nc1cc(C)cc(C)c1	i	-2.19
Cc1cc(N2CCCC2)ccc1NC(=O)CN1C(=O)NC2(CCCCC2)C1=O	i	-0.78
Cc1ccc(NC(=S)N(CCCN(C)C)Cc2cc3cc4c(cc3[nH]c2=O)OCO4)cc1	i	-1.23
COc1ccc(N=C2C(=O)Nc3c(C)cccc32)cc1	i	0.11
Cc1cccc(NC(=O)CN2CCN(C(=O)C3CCCO3)CC2)c1C (stereo unspecified)	i	0
OC(CC#CCN1CCOCC1)(c1ccccc1)c1ccccc1	i	0.05
c1ccc(CSc2nnc(-c3cccnc3)o2)cc1	i	0.75
COc1ccc(OC)c(NS(=O)(=O)c2cc3c4c(c2)CCN4C(=O)CC3)c1	i	-1.9
CC1CCN(CCCNC(=O)c2ccc3c(=O)n(Cc4ccc(Cl)cc4)c(=S)[nH]c3c2)CC1	-5.88*	0.05
CC1C=CCC2C(=O)N(c3cccc(C(=O)N4CCCCCC4)c3)C(=O)C12 (stereo unspecified)	i	0.24
CN(C)CCCn1c(SCC(=O)N2CC(=O)Nc3ccccc32)nc2ccccc2c1=O	i	0.03
CCC(CC)c1nnc(NC(=O)COc2ccc3c(c2)OCO3)s1	i	0.08
Cc1nnc(NS(=O)(=O)c2ccc(Br)cc2)s1	i	-1.37
CCCc1cc(NCCN(C)C)n2c(nc3ccccc32)c1C#N	i	0.06
O=S(=O)(c1ccc2ccccc2c1)N1C=CC(C(F)(F)F)=NCC1	i	-1.37
Cc1ccc(NC(=O)c2ccc(C(=O)c3ccccc3)cc2)nc1	i	1.14
COCCNC(=S)N/N=C(\C)c1ccc(O)cc1	i	1.25
Cc1ccc(N2CC(C(=O)Nc3nnc(SCc4ccccn4)s3)CC2=O)cc1 (stereo unspecified)	i	1.13
O=C(CN1C(=O)NC2(CCc3ccccc32)C1=O)NCC(F)(F)F (stereo unspecified)	i	-0.92
COc1ccccc1C(=O)Nc1c(C)cc(Br)cc1C	i	0.21
COC(=O)C1=C(O)CSC1=Nc1ccc(C)cc1	i	-0.99

Next records follow.
SMILES	KCNQ2 inh	Kir21 inh
O=C(O)c1ccc(CNCc2ccc(Cl)cc2Cl)cc1	i	1.75
CCCCCN(C(=O)CCC(=O)OCc1cc(C)ccc1C)c1c(N)n(CCCC)c(=O)[nH]c1=O	i	-1.72
O=C1c2ccccc2CCC1C(O)c1ccccn1 (stereo unspecified)	i	-3.58
COC(=O)c1ccc(NS(=O)(=O)c2ccc3c(c2)n(C)c(=O)n3C)cc1	i	0.24
CCOc1ccc(CC(=O)N/N=C(\C)c2cccnc2)cc1	i	1.38
COc1cc(/C=N/NC(=O)CCc2ccccc2)ccc1O	i	-0.09
COc1ccc(-c2nnc(SCc3cc(C)ccc3C)n2N)cc1	i	-1.06
COCCNC(=S)Nc1ccc(S(=O)(=O)Nc2ncccn2)cc1	i	-1.15
CC1=C(C(=O)N2CCOCC2)C(c2cc(C)cs2)NC(=O)N1 (stereo unspecified)	i	2.45
CSc1nc2ccccc2n1CC(=O)Nc1c(C)cccc1C	i	-1.34
Cc1ccc(C(=O)COc2cc(O)c3c(=O)cc(-c4ccccc4)oc3c2)cc1	i	0.1
CC(=O)NC12CC3CC(C1)CC(C(=O)Nc1c(C)n(C)n(-c4ccccc4)c1=O)(C3)C2	i	2.32
O=C(N/N=C\c1cccc(Cl)c1)c1ccc(Cn2cccn2)o1	i	0.08
CC(=O)Nc1ccc(NC(=O)C2CCC(CNS(=O)(=O)c3cccc4nsnc34)CC2)cc1 (stereo unspecified)	i	0.64
O=C(c1cccc(S(=O)(=O)N2CCN(c3ccccc3)CC2)c1)N1CCN(c2ccccc2O)CC1	i	-1.26
CC(=O)c1cccc(NC(=O)Cc2cccs2)c1	i	-0.65
O=C(CCOc1ccccc1)NCc1ccccc1	i	1.29
CC(C)c1nc(C#N)c(NN)o1	i	-0.43
NC(=O)C1CCN(C(=O)COc2ccc3ccccc3c2)CC1	i	2.17
CCOc1ccc(NC(=O)CSc2nccn2C)cc1	i	-0.72
CC(=O)Nc1ccc(S(=O)(=O)N2CCSC2c2ccc(Cl)cc2)cc1 (stereo unspecified)	i	-0.03
COc1ccc2c(c1)cc(C(=O)N[C@@H](CCSC)C(=O)N1CCC[C@H]1C(=O)O)n2C	i	-0.01
COc1ccc(NC(=O)CSc2ccccc2)cn1	i	0.01
Cc1noc(C)c1COc1cccc(C(=O)OCC(=O)N2CC(=O)Nc3ccccc32)c1	i	-1.92
CN(CCc1ccccn1)C(=O)Nc1ccc(F)cc1	i	-1.73

Continuation:
SMILES	KCNQ2 inh	Kir21 inh
O=S(=O)(NN1CCOCC1)c1cc(Cl)cc(Cl)c1O	i	-1.18
O=C(CSCCOc1ccccc1)NCc1ccncc1	i	-1.8
Cc1cc2c(c(SCC(=O)N(C)c3ccccc3)n1)C(=O)OC2	i	1.51
COc1ccc(C(=O)COC(=O)c2cc(S(=O)(=O)N3CCCCC3)ccc2N2CCOCC2)c(OC)c1	i	-1.84
c1ccc(-c2csc3ncnc(N4CCOCC4)c23)cc1	i	-0.48
CC(C)Cn1nc(NC(=O)C(C)(C)C)c2cc3ccccc3nc21	i	0.9
COCc1cc(C)nc2sc3c(=O)n(-c4cccc5ccccc45)nnc3c12	i	1.23
COC(=O)c1ccccc1NC(=O)CN1C(=O)C2CCCN2c2ncc(Cl)cc21 (stereo unspecified)	i	0.04
N#CC1=C(N)Oc2ccc3ccc(O)cc3c2C1c1cccnc1 (stereo unspecified)	i	0.85
CSc1cccc(NC(=S)N2CCCN(Cc3ccccc3F)C2)c1	i	0.74
O=C(NCc1cccc(C(F)(F)F)c1)C1CCN(c2ncccn2)CC1	i	-0.87
C/C=C/C=C/C(=O)OC(C)C(=O)Nc1cc([N+](=O)[O-])ccc1OC (stereo unspecified)	i	0.4
Cc1c(NC(=O)CN2CCN(c3ccc([N+](=O)[O-])cc3)CC2)c(=O)n(-c2ccccc2)n1C	i	1.54
O=C(CCn1c(=O)oc2ccccc21)NCc1cccs1	i	-0.42
Cc1cc(C)cc(C(=O)NCCC(=O)N2CCC3(CC2)NCCc2[nH]cnc23)c1	i	0.16
COc1ccc(/C=N\NS(=O)(=O)c2ccc(Br)cc2)cc1COc1ccccc1[N+](=O)[O-]	i	0.2
Cc1ccc(N2CC(NC(=O)C(=O)c3c(C)[nH]c4ccccc34)CC2=O)cc1C (stereo unspecified)	i	1.76
Cc1ccc(-n2[nH]c(C)c(/C=N/c3cccc(C)n3)c2=O)cc1	i	-0.24
Cc1nn(-c2ccccc2)c(C)c1Cc1ccc(O)cc1	i	0.62
CCOc1ccccc1C1N=C(c2ccc(OC)cc2)CC(c2ccccc2O)N1 (stereo unspecified)	i	-1.56
CCO[C@@H]1OC(C(=O)N2CCN(Cc3ccc4c(c3)OCO4)CC2)=C[C@H](c2coc3ccccc3c2=O)[C@H]1CCCO	i	0.06
COc1ccc(-c2csc(NC(=O)c3ccccc3F)n2)cc1	i	-1.64
CCc1ccc(NC(=O)c2cccc(C(=O)Nc3ccc(CC)cc3)n2)cc1	i	-1.69
CN1CCN(CCNC(=O)c2ccc3nc(-c4ccc(F)cc4)c(-c4ccc(F)cc4)nc3c2)CC1	i	0.65
O=C(OCCN1CCCCC1)c1cc2ccccc2o1	i	0.84

Following part
SMILES	KCNQ2 inh	Kir21 inh
CC(C)c1ccccc1NC(=O)COc1ccc2c(=O)c(Oc3ccc4ccccc4c3)coc2c1	i	0.41
CC(C)=CCCC(C)CN1CCC(n2nccc2NC(=O)c2ccc3c(c2)OCO3)CC1 (stereo unspecified)	i	-0.09
CCn1c(COc2ccc3ccccc3c2C)nnc1SCC(=O)Nc1cccc(C(=O)O)c1	i	-0.66
CCOc1cc(Br)ccc1S(=O)(=O)N1CC(C)OC(C)C1 (stereo unspecified)	i	-3.32
Cc1cc(-c2csc(N)n2)c(C)n1CCC(C)C	i	1.74
O=C(COC(=O)c1ccc(NS(=O)(=O)c2ccc(Br)s2)cc1)NC1CCCC1	i	-0.9
O=C(CCn1nnnc1CN1CCOCC1)N1CCC(c2cccc(Cl)c2)C1 (stereo unspecified)	i	0.76
C=CCCN(C(CC(C)C)C(=O)OC)S(=O)(=O)c1ccccc1Br (stereo unspecified)	i	2.02
COc1ccc(/C(N)=N/OC(=O)Oc2ccccc2)cc1	i	-0.53
Cc1ccc(C)c(NC(=O)c2ccc(S(=O)(=O)C(F)F)cc2)c1	i	1.43
CCN(CC)CCNC(=O)c1cc2c(=O)n(C)c3ccccc3c2s1	i	-1.18
NC(N)=NS(=O)(=O)c1ccc(NC(=S)Nc2ccc(F)cc2)cc1	i	1.47
O=C(CCC(=O)N1CCc2ccccc2C1)NCCc1ccc(Cl)cc1	i	-2.77
Cn1c(-c2c(N)n(C3CCCC3)c3nc4ccccc4nc23)nc2ccccc21	i	2.85
O=C(CC12CC3CC(CC(C3)C1)C2)NCO	i	0.67
COc1ccc(NC(=O)CN(C)C(=O)CNC(=O)c2ccc3c(c2)OCO3)cc1	i	0.09
CCCc1cc(=O)[nH]c(SCCc2ccccc2)n1	i	-1.33
CC1(C)C=C(c2ccc(C=O)s2)CC(C)(C)N1C=O	i	-0.17
CCCc1nn(C)c2c(=O)[nH]c(-c3cc(S(=O)(=O)N(CCO)CCO)ccc3OCC)nc12	i	-0.04
C(=N\N1CCN(C2c3ccccc3-c3ccccc32)CC1)/c1cccnc1	i	1.05
O=C(O)c1ccc(S(=O)(=O)N(Cc2ccc(F)cc2)C2CCCCC2)cc1	i	2
CCN(CC)CCNC(=O)c1cc2ccccc2nc1Cl	i	1.44
O=C(NCCCNC(=O)c1ccco1)c1cccc(F)c1	i	1.07

Random draw from the library; about 1.8% have a hit in one of these screens.
